From PubChem BioAssay
OPRM1-OPRD1 inv = inverse agonists of MOR-DOR heterodimerization, primary screen, cell-based, luminescence | Mu-type opioid receptor (Homo sapiens) + Delta-type opioid receptor (Homo sapiens), … | cell-based MOR-DOR heterodimer luminescence, inverse agonism | inhibition, % at 9.3 µM | 340,000 compounds, 0.21% hits; in the data active = inhibition above about 22%, passing the limit was not always enough;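 also: 0% = cells with DMSO and 100% = wells without cells with DMSO; values of inactives mirror those of a sister screen read the other way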
SUMO Mot1 rescue = yeast Mot1-301 growth rescue at high temperature, primary screen, SUMOylation pathway inhibitor project, S. cerevisiae, ATP luminescence, 38.5C; S. cerevisiae Mot1-301 growth rescue; percent above DMSO median, 100 means doubled; growth rescue, % at 18.8 µM; 320,000 compounds, 1% hits;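 active = every valid replicate shows activation above 250% relative to neutral control wells; inactive = the rest, any valid replicate at or below 250%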;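 also: OY570 slx delta 5 strain wells were the positive control but not used for scaling; some compounds called inactive have numbers as strong as hits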
phage Ecoli inh = growth loss of phage-infected E. coli, primary screen, RecBCD inhibitor project, absorbance, with phage, HTS; 360,000 compounds, 0.26% hits; inhibition, % at 11.9 µM; in the data active = inhibition above about 11%
HTR5A inv ctr = HTR5A inverse agonists in luminescence cell assay, primary screen, counter-screen for OPRM1-OPRD1 heterodimer inverse agonist project, full-deck HTS | 5-hydroxytryptamine receptor 5A (Homo sapiens), P47898 | HTR5A cell line, inverse agonism | inhibition, % at 9.3 µM | 340,000 compounds, 0.083% hits; in the data active = inhibition mostly above about 23%, no sharp cut-off; inactive = mostly below about 18%;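 also: 0% = cells with DMSO and 100% = no-cell wells with DMSO; some compounds called inactive have numbers as strong as hits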
HTR5A ag ctr = HTR5A agonists in luminescence cell assay, primary screen, counter-screen for OPRM1-OPRD1 heterodimer agonist project, full-deck HTS | 5-hydroxytryptamine receptor 5A (Homo sapiens), P47898 | cell-based | activation, % at 9.3 µM | 340,000 compounds, 0.61% hits; in the data active = activation mostly above about 9.5%, no sharp cut-off; inactive = mostly below about 7.6%;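 also: 0% = cells with vehicle only and 100% = reference agonist; strong numbers were not always called active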
PfHsp90 set2 = growth inhibition of PfHsp90-expressing yeast, primary screen, antimalarial PfHsp90 inhibitor project, S. cerevisiae, BacTiter-Glo luminescence, single point, set 2; AID 504621, 2011; 310,000 compounds, 0.32% hits; inhibition, % at 9.4 µM; BacTiter-Glo ATP, 48 h; yeast lacking PDR1 and PDR3 efflux regulators;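 active = every replicate shows inhibition above about 80%, whatever the replicate mean, limit read from the data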;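 also: 0% = DMSO neutral controls and 100% = 20 µM radicicol positive controls; yeast relying on Plasmodium falciparum Hsp90 in place of its own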
E coli growth = E. coli V3065 growth inhibition, primary screen, counter-screen for AddAB inhibitor project, absorbance, OD600; 18 h; 330,000 compounds, 0.27% hits; inhibition, % at 11.9 µM;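 active = inhibition above the campaign's mean inhibition across all tested compounds plus 3 SD, cut at about 9.9% in these data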;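 also: uninfected addAB+ strain grown without phage in ampicillin broth; 0% = DMSO wells and 100% = ciprofloxacin 0.95 µg/ml wells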
DSG3 Ab inh = inhibitors of pemphigus antibody binding to DSG3, primary screen, biochemical, bead-based, flow cytometry, scFv-GFP. Desmoglein-3 (Homo sapiens), P32926. DSG3-coupled beads, scFv-anti-DSG3-GFP binding; active compounds read low. binding (percent of control), % at 10 µM. 310,000 compounds, 0.48% hits. AID 588358, 2011;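 active = binding more than 3 SD below its plate's average and above zero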;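 also: hits lower antibody fragment binding to DSG3; some compounds called inactive have numbers as strong as hits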
Target sequence (P32926 whole entry, looked up, the tested form may be a part): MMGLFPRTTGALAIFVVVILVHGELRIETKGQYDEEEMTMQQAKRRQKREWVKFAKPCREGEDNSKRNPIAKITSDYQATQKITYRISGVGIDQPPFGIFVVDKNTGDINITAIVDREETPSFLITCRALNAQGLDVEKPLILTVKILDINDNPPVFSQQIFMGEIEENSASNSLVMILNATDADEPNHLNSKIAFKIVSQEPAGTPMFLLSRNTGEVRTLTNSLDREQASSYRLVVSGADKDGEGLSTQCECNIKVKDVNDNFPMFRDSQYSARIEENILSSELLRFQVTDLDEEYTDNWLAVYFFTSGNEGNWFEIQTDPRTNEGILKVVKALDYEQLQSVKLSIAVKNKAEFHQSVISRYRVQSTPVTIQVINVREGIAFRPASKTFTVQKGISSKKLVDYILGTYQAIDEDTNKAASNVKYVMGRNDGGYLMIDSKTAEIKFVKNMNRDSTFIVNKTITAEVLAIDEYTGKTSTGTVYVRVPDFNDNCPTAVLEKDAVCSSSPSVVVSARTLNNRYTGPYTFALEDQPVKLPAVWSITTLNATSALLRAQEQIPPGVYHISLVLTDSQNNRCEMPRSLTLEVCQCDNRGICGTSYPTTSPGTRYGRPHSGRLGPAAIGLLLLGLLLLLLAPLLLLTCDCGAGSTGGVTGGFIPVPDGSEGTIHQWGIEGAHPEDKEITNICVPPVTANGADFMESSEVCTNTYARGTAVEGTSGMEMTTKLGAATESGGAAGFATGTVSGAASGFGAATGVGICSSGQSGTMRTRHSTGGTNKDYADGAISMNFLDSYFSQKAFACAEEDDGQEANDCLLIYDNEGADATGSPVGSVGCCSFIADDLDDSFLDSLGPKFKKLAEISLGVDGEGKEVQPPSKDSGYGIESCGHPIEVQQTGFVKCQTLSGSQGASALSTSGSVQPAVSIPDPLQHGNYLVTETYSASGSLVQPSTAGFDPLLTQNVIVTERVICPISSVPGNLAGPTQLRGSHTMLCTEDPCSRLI
PKA-R1A activ = activators of PKA-R1A holoenzyme, primary screen, biochemical, fluorescence polarization, Cy5-IP20, bovine R1A, mouse PKAc; AID 504707, 2011; cAMP-dependent protein kinase type I-alpha regulatory subunit (Bos taurus) + …; PKA-R1A dissociation; scaled: DMSO 0%, 113 µM cGMP 100%; 340,000 compounds, 0.083% hits; activation, % at 11.4 µM;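 active = percent activation above the mean of all tested compounds plus 3 SD, cut at about 19% in these data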;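 also: higher means more PKAc released from R1A so a rise in polarization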
MOR-DOR ag = agonists of OPRM1-OPRD1 heterodimerization, primary screen, cell-based, luminescence. Mu-type opioid receptor (Homo sapiens) + Delta-type opioid receptor (Homo sapiens), …. cells. activation, % at 9.3 µM. 340,000 compounds, 0.3% hits. AID 504326, 2011; in the data active = activation above about 18%;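 also: 0% = vehicle-treated cells and 100% = reference agonist; values of inactives mirror those of a sister screen read the other way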
AddAB inh = growth inhibition of E. coli expressing H. pylori AddAB, primary screen, AddAB inhibitor project, absorbance. inhibition, % at 11.9 µM. 330,000 compounds, 0.29% hits. AID 435030, 2010; in the data active = inhibition above about 12%;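 also: 0% = vehicle wells of infected cells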
* = called active by the depositor; / = no result given. Rows were taken by chance; about 3.2% have a hit in one of these screens.

structure,OPRM1-OPRD1 inv,SUMO Mot1 rescue,phage Ecoli inh,HTR5A inv ctr,HTR5A ag ctr,PfHsp90 set2,E coli growth,DSG3 Ab inh,PKA-R1A activ,MOR-DOR ag,AddAB inh
Cc1cc(Cl)nc(Cl)c1C(=O)N1CCOCC1,6,-18,4.0,0,0,-34,1.5,90,-1,-1.2,1.3
CCN(C(=O)COc1ccc(C)nc1[N+](=O)[O-])C1CCS(=O)(=O)C1 (stereo not given),21,9,0.6,-12,4,12,-0.5,91,-7,-3.5,-2.2
COc1cc(C(=O)NC(C)CCc2ccccc2)cc(OC)c1OC (stereo not given),11,1,-0.5,-19,7,0,0.6,115,1,-2.1,-0.1
CC(Oc1ccc2ccc(=O)oc2c1)C(=O)NC(Cc1c[nH]c2ccc(O)cc12)C(=O)O (stereo not given),-7,3,1.3,11,-1,-11,-0.7,101,-7,1.3,1.8
Cn1c(=O)[nH]c(=O)c2c1nc(CN1CCOCC1)n2CCCO,3,-1,2.8,10,6,-34,-2.8,104,3,-0.5,0.4
NC1=NC(=O)C(Cc2ccccc2)S1 (stereo not given),17,-19,-0.8,-2,1,1,1.7,97,-11,-3.0,-0.2
Nc1c(Cl)ncnc1Nc1ccc(C(=O)O)cc1,16,/,4.1,9,-2,4,/,102,-4,-3.6,/
COC(=O)c1cc(NC(=O)c2ccccc2)c(=O)oc1C,9,-7,1.4,14,-5,23,-2.8,99,-16,-1.6,0.2
Cc1ccc(C(=O)NNC(=O)CCC(=O)NCc2ccccc2)cc1Br,20,27,1.8,-18,5,2,/,123,-2,-3.6,/
Cn1c(SCc2nc3ccccc3s2)nnc1-c1ccc2c(c1)OCO2,6,512,4.0,10,-3,-3,-0.7,109,-3,-1.1,2.3
COc1ccc(C2CCCN2C(=S)Nc2cccc(C)c2C)cc1OC (stereo not given),2,-2,-0.3,0,0,7,0.8,98,3,-0.3,1.3
CSc1ccc(S(=O)(=O)NCCSc2ccccn2)cc1,5,3,3.1,-16,-1,4,2.4,124,-2,-1.1,0.9
O=C(Cn1cnc2c(NCc3ccccc3)ncnc21)NCc1ccccn1,/,/,4.7,/,/,-6,1.4,105,-4,/,1.1
CC(C)Nc1ncnc2c1cnn2Cc1ccccc1Cl,0,-1,2.1,3,-1,15,0.0,89,5,-0.1,1.6
O=C(CN(c1ccc(Cl)cc1)S(=O)(=O)c1ccc(Cl)c([N+](=O)[O-])c1)NCCc1ccc(F)cc1,-26,-1,2.1,16,-5,0,-0.7,45*,10,5.0,1.6
CC(=O)Nc1ccc(NC(=O)C2C3CCC(C3)C2C(=O)O)cc1 (stereo not given),4,4,1.5,1,0,-2,-0.3,92,0,-0.7,-1.1
CCOC(=O)c1cc(NC(=O)N(C)C2CCCCC2)c(C)nc1C,0,36,-0.5,-7,3,-91,1.1,99,6,-0.1,4.2
O=C(/C=C/c1cccs1)NCc1cccs1,/,21,3.0,/,/,/,2.3,110,/,/,-0.1
Cc1ccc2nc(-c3ccc(Br)o3)oc(=O)c2c1,-6,-1,1.0,-32,1,-1,2.4,103,1,1.2,-1.5
C=C1[C@H](C)CN[C@H]1CCO,13,/,0.1,2,-1,0,/,103,0,-2.7,/
CCOC(=O)Cn1c(N)c(C(=O)OC)sc1=S,-1,19,3.8,-4,3,-13,-1.5,109,-6,0.2,1.3
O=C(c1ccc(F)cc1F)N1CCCC(c2nc(-c3cccs3)no2)C1 (stereo not given),-6,342,0.9,-42,8,8,-1.5,99,9,1.1,3.6
Cn1c(=NC(=O)C2CCCCC2)sc2cc([N+](=O)[O-])ccc21,2,1,0.1,13,-5,19,0.4,105,-11,-0.3,-2.4
Cc1ccc(Oc2ncccc2C(=O)NC2CCSC2=O)cc1 (stereo not given),13,7,1.4,6,-5,-10,-1.1,103,-9,-2.7,1.6
COCCCNc1ncnc2nc[nH]c12,12,-10,2.9,12,-5,6,-0.9,101,-10,-2.1,3.0
O=C(Nc1nnc(-c2ccco2)o1)C1CC1,13,/,-0.6,-15,4,-4,0.4,89,-3,-2.8,0.6
COc1ccc(OC)c(CCNC(=O)Cn2ccc3cc(S(=O)(=O)N4CCCC4)ccc32)c1,10,0,1.5,4,-1,-5,3.1,/,-2,-2.0,0.1
NC(N)=NS(=O)(=O)c1ccc(NC(=S)NC(=O)/C=C/c2cccs2)cc1,18,7,1.1,13,-4,-1,0.8,99,-9,-3.1,4.2
O=C(c1ccc(F)cc1)N1CCCCC(Sc2nnnn2-c2ccccc2)C1=O (stereo not given),8,-1,1.3,-17,1,3,0.4,/,-5,-1.8,0.6
Cc1ccc(C)c(-c2nnc(NC(=O)c3ccc([N+](=O)[O-])o3)o2)c1,-32,5,2.3,-2,1,-25,0.7,100,-13,4.9,0.3
O=C(COC(=O)/C=C/c1ccc([N+](=O)[O-])cc1)NCc1ccccc1,-11,-11,1.3,26,-2,-1,-1.1,/,2,2.2,0.6
CCOC(=O)c1ccc(NC(=O)c2nc(S(=O)(=O)Cc3ccccc3)ncc2Cl)cc1,14,72,1.1,-6,2,9,-0.4,100,-10,-2.6,4.3
CC1=NN(C(N)=S)C(=O)C1N=Nc1ccccc1C (stereo not given),10,-17,0.1,11,-2,-38,9.6,104,-4,-1.7,4.1
C=CCOc1ccc(CNc2ccc(NC(=O)CC(C)C)cc2)cc1OC,-2,-15,2.9,4,-1,-1,0.2,99,-9,0.3,2.9
O=C1CN(C(=O)COC(=O)c2ccc(Cl)cc2)c2ccccc2N1,-3,/,-0.7,-6,2,-2,/,94,0,0.4,/
CCOC(=O)CCC(NC(=O)CCCC(=O)NC(CCC(=O)OCC)C(=O)OCC)C(=O)OCC (stereo not given),9,-1,1.3,-6,3,6,-0.2,102,-2,-1.7,3.0
CN(C)C1=NC[C@H](Cc2ccccc2)N1CCc1cccc(F)c1,14,247,-4.2,18,-2,-22,-0.9,96,-9,-2.4,0.3
Clc1cccc(N2CCN(c3nnnn3-c3ccccc3)CC2)c1,9,-18,1.8,-15,5,2,2.1,99,-14,-1.7,3.1
CSc1ccccc1NC(=O)c1ccco1,0,-29,3.2,-6,1,/,0.5,105,5,0.1,2.8
COc1ccc(CNC(=O)c2[nH]c(C)c(C(C)=O)c2C)cc1,-1,6,2.4,-7,-2,-17,1.1,112,1,0.1,2.3
O=C(O)C[C@H]1c2cc(C(F)(F)F)ccc2S(=O)(=O)N1C1CCCC1,7,-9,0.2,5,-1,/,-3.3,103,-2,-1.2,2.1
CCOc1cc2[nH]c(=O)n(CCCN3CCN(c4ccc(OC)cc4)CC3)c(=O)c2cc1OCC,-10,-3,1.1,-1,0,12,-0.4,94,-13,2.2,-0.8
O=C(COC(=O)Cc1ccc(S(=O)(=O)N2CCOCC2)s1)Nc1ccc(F)cc1F,2,26,-0.8,-25,10,1,0.7,/,-7,-0.6,-0.5
CCN(CC)CCn1c2c(c(SCC(=O)Nc3cc(C)ccc3C)nc1=O)CCC2,17,-8,2.6,2,0,-15,-1.8,102,-11,-3.4,-2.2
CN(Cc1ccco1)S(=O)(=O)c1nnc(NC(=O)c2cccc(Cl)c2)s1,5,-5,1.9,7,-2,-6,1.0,105,5,-0.9,4.6
c1ccc(CN2CCc3[nH]c4ccccc4c3C2)cc1,4,/,3.1,-3,1,12,/,96,15,-0.9,/
O=C(NCCOc1ccccc1F)c1ccccc1SCc1ccc(F)cc1,-3,/,0.3,-14,2,51,-1.9,147,0,0.5,1.4
COc1cc(/C=C2/C(=N)N3C(=NC2=O)SN=C3S(C)(=O)=O)ccc1OC(=O)c1ccco1,7,43,-0.7,8,-2,-13,-2.1,100,-3,-1.2,1.6
COc1ccc(NC(=S)NC2CCCCCC2)c(OC)c1,9,/,2.3,37,1,-30,0.1,/,-1,-2.0,2.9
COc1ccc(CCN=C(C)c2cc(C)c(C)cc2O)cc1OC,3,-13,3.7,-14,4,27,-1.9,97,2,-0.6,2.8

Further results
structure,OPRM1-OPRD1 inv,SUMO Mot1 rescue,phage Ecoli inh,HTR5A inv ctr,HTR5A ag ctr,PfHsp90 set2,E coli growth,DSG3 Ab inh,PKA-R1A activ,MOR-DOR ag,AddAB inh
CCSc1nnc(-c2ccc(S(=O)(=O)N3CCCC3)cc2)n1C,6,8,0.3,-12,2,5,1.3,90,10,-1.1,5.8
C=CCOc1ccccc1CNc1ccccc1C,-12,-10,4.5,14,3,-14,-0.7,110,-13,2.3,4.3
C[C@H]1COC(=O)[C@H](CC(=O)OC(C)(C)C)C/C=C\C[C@@H](CC(=O)N[C@H](CO)Cc2ccccc2)C(=O)N1,12,-8,1.9,-3,1,-9,3.7,98,-2,-2.1,2.9
c1ccc2c(c1)sc1nnnn12,1,3,2.8,-14,1,/,-0.6,102,-3,-0.1,-0.5
COC(=O)NNC(=S)Nc1ccc(Br)cc1,8,83,2.3,1,0,30,0.1,/,-6,-1.6,0.9
COc1ccccc1CC(=O)Nc1ccc(-c2noc(COc3ccc(Cl)c(C)c3)n2)cc1,1,53,4.1,-5,2,/,0.0,107,13,-0.2,1.9
Nc1n[nH]c2cccc(Cl)c12,15,-18,-1.1,11,-4,18,0.4,110,-3,-2.9,0.4
Cc1c(C(=O)OCC(=O)N(C)Cc2ccccc2)oc2ccccc12,-13,35,1.3,2,0,-29,-0.7,95,1,3.2,-0.8
COc1ccccc1/C=C\C(=O)NCC(=O)N/N=C/c1ccc(O)cc1O,9,-4,0.9,-12,4,-19,0.9,105,-3,-1.9,-1.1
CC(=O)c1ccc(N2CCN(C(=O)c3cn(Cc4ccccc4)nc3-c3cccnc3)CC2)c(F)c1,11,-1,1.9,5,-2,1,0.0,104,6,-2.1,-2.5
Cc1cc(C(=O)NC2CCCCC2)c(C)n1-c1ccc(F)cc1,16,3,1.8,14,0,-8,3.0,98,7,-3.1,2.2
COc1ccc(CNC(=O)CC2C(=O)NCCN2CC(C)(C)C)c(OC)c1 (stereo not given),5,-5,3.4,9,-3,2,-0.3,102,15,-1.0,4.2
